Bioassay records deposited in PubChem BioAssay by National Center for Advancing Translational Sciences (NCATS).
SMN2 splice enh: qHTS Assay for Enhancers of SMN2 Splice Variant Expression; HEK293 SMN2-luciferase splicing reporter, luminescence, 30-36 h; Potency, µM (doses to about 46.1 µM), for the others: at the highest dose activity change, positive = activation, usual class: activators; 210,000 tested, 2.8% active; AID 1458, 2008; also: % of control where 0% means no effect; nearly all actives have a fitted effect of over 55% in size
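HEK293 cells carry an SMN2 […]–luciferase reporter in which exon 7 inclusion puts luciferase in frame. Cells were plated 10-12 h before compound addition, then incubated 30-36 h at 37C. ONE-Glo luminescence was read; sodium butyrate at 4.5 mM final served as control.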
JMJD2E inh: qHTS Assay for Inhibitors of Human Jumonji Domain Containing 2E (JMJD2E). Lysine-specific demethylase 4E (Homo sapiens), B2RXH2. JMJD2E catalytic domain, FDH-coupled NADH fluorescence (FDH is formaldehyde dehydrogenase). Potency, µM (titrated, usually from 57.1 µM), for the others: at the top dose activity change, negative = inhibition, hits mostly inhibitors. 230,000 tested, 1.6% active. AID 2147, 2009; active = well fitted inhibition curve with a large enough effect, not every such curve was filed as active; inconclusive = small, poorly fitted or top-dose-only effect, or another doubt; inactive = no such curve, though single readings can be large or run the other way;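 also: 0% = wells with enzyme and -100% = buffer wells without enzyme; nearly all actives have a fitted effect of over 50% in size; many of its hits are not listed in these tables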
ALDH1A1 inh: qHTS Assay for Inhibitors of Aldehyde Dehydrogenase 1 (ALDH1A1); Aldehyde dehydrogenase 1A1 (Homo sapiens), P00352; Purified ALDH1A1, NADH fluorescence, propionaldehyde substrate; Potency, µM (titrated, usually from 75.3 µM), for inactives: top-dose activity, negative = inhibition, usual class: inhibitors; 220,000 tested, 7.3% active; AID 1030, 2008; active = well fitted inhibition curve with a large enough effect, not every such curve was filed as active; inconclusive = small, poorly fitted or top-dose-only effect, or another doubt; inactive = no such curve, though single readings can be large or run the other way;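 also: plate controls were no enzyme wells and a reference inhibitor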
KinaseGlo FLuc: Counterscreen for Luciferase (Kinase-Glo TM) Inhibition; AID 1379, 2008; Kinase-Glo luciferase, ATP luminescence, 8 min; 200,000 tested, 0.28% active; Potency, µM (titrated, usually from 38.3 µM), without a hit: top-dose activity change, negative = inhibition, hits mostly inhibitors; Luciferin 4-monooxygenase (Photuris pensylvanica), Q27757; also: % is scaled to controls: 0 for no effect and ±100 for the full control effect; nearly all actives have a fitted effect of over 60% in size
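Inhibition of Kinase-Glo luciferase light generation was assessed at 10 uM ATP in pH 7.2 imidazole buffer, with luminescence measured after eight minutes at ambient temperature.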
Tau ThT inhib: qHTS for Inhibitors of Tau Fibril Formation, Thioflavin T Binding. 270,000 tested, 2.1% active. recombinant tau K18 P301L (four-repeat tau fragment), heparin-induced fibrillization, ThT fluorescence. Potency, µM (titrated, usually from 57.4 µM), for inactives: at the highest dose activity, negative = inhibition, hits mostly inhibitors. AID 1460, 2008. Microtubule-associated protein tau (Homo sapiens), P10636; also: % is scaled to controls: 0 for no effect and ±100 for the full control effect; nearly all actives have a fitted effect of over 55% in size
Target sequence (P10636 561-689 P618L limits assumed): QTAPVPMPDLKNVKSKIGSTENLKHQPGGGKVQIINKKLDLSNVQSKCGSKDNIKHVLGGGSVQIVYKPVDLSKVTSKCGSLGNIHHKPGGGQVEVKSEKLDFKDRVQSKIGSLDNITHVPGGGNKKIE
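Tau K18 P301L fragment (15 uM unlabeled plus 0.24 uM Alexa 594-labeled) in 100 mM sodium acetate pH 7 with compound, fibrillization induced by 20 uM heparin for 6 hr at 37 C. Thioflavin T (30 uM) added, fluorescence read after 1 hr (ex 450, em 510 nm).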
L3MBTL1 block: qHTS Assay for the Inhibitors of L3MBTL1 | Lethal(3)malignant brain tumor-like protein 1 (Homo sapiens), Q9Y468 | AlphaScreen L3MBTL1–H3K9me1 peptide binding | Potency, µM (top dose mostly 57.1 µM), without a hit: at the top dose activity, negative = inhibition, actives largely listed as inhibitors | 230,000 tested, 0.66% active | AID 485360, 2010; also: % is scaled to controls: 0 for no effect and ±100 for the full control effect; nearly all actives have a fitted effect of over 60% in size
Target sequence (Q9Y468 whole entry, looked up): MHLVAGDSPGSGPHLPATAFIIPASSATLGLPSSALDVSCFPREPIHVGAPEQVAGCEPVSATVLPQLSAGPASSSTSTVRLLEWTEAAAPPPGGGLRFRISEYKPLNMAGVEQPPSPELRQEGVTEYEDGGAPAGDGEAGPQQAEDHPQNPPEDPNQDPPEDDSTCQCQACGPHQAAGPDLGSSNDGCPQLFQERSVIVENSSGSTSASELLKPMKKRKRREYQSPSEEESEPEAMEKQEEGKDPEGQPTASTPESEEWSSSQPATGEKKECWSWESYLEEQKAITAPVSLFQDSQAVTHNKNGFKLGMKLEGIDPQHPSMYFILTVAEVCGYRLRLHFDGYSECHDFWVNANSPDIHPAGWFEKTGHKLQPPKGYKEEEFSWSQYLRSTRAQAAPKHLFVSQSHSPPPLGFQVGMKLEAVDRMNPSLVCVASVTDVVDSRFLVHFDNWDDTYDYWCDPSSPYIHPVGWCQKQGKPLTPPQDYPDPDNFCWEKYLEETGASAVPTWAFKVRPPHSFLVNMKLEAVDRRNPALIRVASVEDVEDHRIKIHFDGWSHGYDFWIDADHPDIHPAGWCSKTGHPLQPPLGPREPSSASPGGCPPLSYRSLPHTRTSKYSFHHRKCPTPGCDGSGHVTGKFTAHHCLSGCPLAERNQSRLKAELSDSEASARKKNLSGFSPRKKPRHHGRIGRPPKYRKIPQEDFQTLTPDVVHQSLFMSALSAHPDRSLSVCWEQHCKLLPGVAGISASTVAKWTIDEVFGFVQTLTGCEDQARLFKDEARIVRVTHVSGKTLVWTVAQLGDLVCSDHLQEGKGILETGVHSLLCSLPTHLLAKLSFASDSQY
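AlphaScreen proximity signal between nickel-chelate acceptor and streptavidin donor beads (final 10 ug/mL) reports binding of 50 nM L3MBTL1 to 75 nM biotin-H3 K9me1 peptide; complex incubated with compounds 30 min at room temperature; cefsulodin titration as control.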
RECQ1 helicase: qHTS Assay for Inhibitors of RecQ-Like Dna Helicase 1 (RECQ1). ATP-dependent DNA helicase Q1 (Homo sapiens), P46063. RECQ1 DNA unwinding, red fluorescence kinetic read. Potency, µM (titrated, usually from 57.3 µM), inactives show at the top dose activity, negative = inhibition, hits mostly inhibitors. 240,000 tested, 0.54% active. AID 2549, 2010;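 also: plate controls were vehicle for no effect and no enzyme for full effect; nearly all actives have a fitted effect of over 30% in size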
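50 nM RECQ1T1 preincubated 15 min with compound in Tris pH 8.0 buffer with MgCl2, DTT, Tween-20 and 2.5 ug/ml poly(dI-dC); started with 200 nM TAMRA/BHQ-2 forked duplex and 2 mM ATP. Unwinding read as fluorescence (525/598 nm), two reads 2 h apart.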
Lamin A splicing: qHTS Assay for Modulators of Lamin A Splicing. HeLa LMNA splicing GFP/RFP minigene ratio, 48 h. AID 1487, 2009. 200,000 tested, 0.01% active. Potency, µM (series often up to 46.1 µM), for inactives: top-dose ratio change, negative = inhibition, actives largely listed as inhibitors; active = well fitted inhibition curve with a large enough effect in the signal ratio, with a control signal flat, not every such curve was filed as active; inconclusive = small, poorly fitted or top-dose-only effect, or effect the other way, or a change in a side signal; the % refers to the signal ratio; also: % is scaled to controls: 0 for no effect and ±100 for the full control effect
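Read-out is the ratio of GFP to DsRed2 object intensity, acquired by 488 nm laser-scanning cytometry on HeLa lamin A-EGFP minigene reporter cells. Compound incubation 48 hrs at 37 °C in Opti-MEM with 2% FBS; DMSO 0.5% final.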
Starred values were filed as active, the others as inactive; [ ] = dose if it differs, or a comment. Unless noted, calls follow the shape of the dose curve; as a rule, active = well fitted curve in the direction sought with a large enough effect; inconclusive = small, poorly fitted or top-dose-only effect, or another doubt; inactive = no such curve, though single readings can be large; an effect the other way counts as inactive or inconclusive. Potency is read from the fitted curve at half-maximal effect. A portion of the library. The share of hits here may be higher or lower than overall.

O=C(Nc1cccc(Cl)c1)OCc1cn(-c2ccccc2)nn1 was read as SMN2 splice enh -23%, JMJD2E inh 8%, ALDH1A1 inh 12%, KinaseGlo FLuc -2%, Tau ThT inhib -12%, L3MBTL1 block 0%, RECQ1 helicase -15% and Lamin A splicing 5%[46 µM].
N/C(=N\OC(=O)Cc1ccc(-c2ccccc2)cc1)c1cccc([N+](=O)[O-])c1 was read as SMN2 splice enh -9%, JMJD2E inh 6%, ALDH1A1 inh 1%, KinaseGlo FLuc -4%, Tau ThT inhib -21%, L3MBTL1 block -8%, RECQ1 helicase 9% and Lamin A splicing 4%.
Cc1c(N2C(=O)C(=O)/C(=C(/O)c3ccc(Br)cc3)C2c2cccnc2)c(=O)n(-c2ccccc2)n1C (configuration not stated) was read as SMN2 splice enh -10%, JMJD2E inh -17%, ALDH1A1 inh -3%, KinaseGlo FLuc 2%, Tau ThT inhib -15% and RECQ1 helicase -14%.
Screening COc1ccc(NC(=O)Nc2nnc(C(C)(C)C)s2)cc1 returned JMJD2E inh 2%, Tau ThT inhib -5%, L3MBTL1 block -2% and RECQ1 helicase inactive.
CCN1CCn2c1nc(N1CCOCC1)nc2=O was read as SMN2 splice enh 7%, JMJD2E inh 3%, ALDH1A1 inh 10%, KinaseGlo FLuc 2%, Tau ThT inhib -2%, RECQ1 helicase -3% and Lamin A splicing -2%.
`COc1cc(C(=O)NCc2nnc(SCC(=O)N3CCOCC3)o2)cc(OC)c1OC` gave SMN2 splice enh -50%, JMJD2E inh 4%, ALDH1A1 inh 10%, KinaseGlo FLuc 1%, Tau ThT inhib -6%, RECQ1 helicase -15% and Lamin A splicing 16%[9.22 µM].
For O=C(CC1NCCNC1=O)Nc1ccc(Oc2ccccc2)cc1 (configuration not stated) the results were SMN2 splice enh 11%, JMJD2E inh -10%, ALDH1A1 inh 20µM*, KinaseGlo FLuc -4%, Tau ThT inhib -4%, L3MBTL1 block 17%, RECQ1 helicase -3% and Lamin A splicing 6%.
For C=C(C)c1cccc(C(C)(C)NC(=O)Nc2ccc(Cl)cn2)c1 the results were SMN2 splice enh -25%, JMJD2E inh -6%, ALDH1A1 inh 0%, KinaseGlo FLuc 1%, Tau ThT inhib -13%, L3MBTL1 block 2%, RECQ1 helicase -3% and Lamin A splicing inconclusive.
For COc1ccc(OC)c(NC(=O)CSCc2cnn(-c3ccccc3)c2-n2cccc2)c1 the results were SMN2 splice enh -17%, JMJD2E inh 1%, ALDH1A1 inh -5%, KinaseGlo FLuc 0%, Tau ThT inhib -24%, L3MBTL1 block -2%, RECQ1 helicase -6% and Lamin A splicing -4%.
For COc1cccc(S(=O)(=O)NCc2ccc(C(=O)NCC3CCCO3)cc2)c1 (configuration not stated) the results were SMN2 splice enh -7%, JMJD2E inh 0%, ALDH1A1 inh 14µM*, KinaseGlo FLuc 1%, Tau ThT inhib 0%, L3MBTL1 block 0%, RECQ1 helicase -12% and Lamin A splicing -1%.
Cc1onc(-c2ccccc2Cl)c1C(=O)N1CCc2ccccc2C1 was read as SMN2 splice enh -16%, JMJD2E inh 3%, ALDH1A1 inh 6%, KinaseGlo FLuc -2%, Tau ThT inhib 3%, RECQ1 helicase -3% and Lamin A splicing inconclusive.
For Cn1nnnc1SCC(=O)Nc1cc(S(=O)(=O)N2CCCC2)ccc1Cl the results were SMN2 splice enh 4%, JMJD2E inh 10%, ALDH1A1 inh inconclusive, KinaseGlo FLuc 1%, Tau ThT inhib 7%, L3MBTL1 block 10% and RECQ1 helicase 1%.
Cc1ccc(C2OC(=O)c3ccccc32)cc1 (configuration not stated) was read as SMN2 splice enh 10%, JMJD2E inh 5%, ALDH1A1 inh -9%, KinaseGlo FLuc 1%, Tau ThT inhib 1%, L3MBTL1 block 1%, RECQ1 helicase inactive and Lamin A splicing 2%.
For Cc1ccc(S(=O)(=O)n2nc(C)c(Br)c2C)c(C)c1C the results were SMN2 splice enh -5%, JMJD2E inh -1%, ALDH1A1 inh -16%, KinaseGlo FLuc -7%, Tau ThT inhib -12%, L3MBTL1 block -1%, RECQ1 helicase -9% and Lamin A splicing 0%.
O=C(CSc1nc2ccccc2c(=O)n1-c1ccc(F)cc1F)Nc1ccc(N2CCOCC2)cc1 was read as SMN2 splice enh 2%, JMJD2E inh 3%, ALDH1A1 inh inconclusive, KinaseGlo FLuc 1%, Tau ThT inhib inconclusive, L3MBTL1 block -10%, RECQ1 helicase inactive and Lamin A splicing 8%.
`COC(=O)c1cccc(N2C(=O)c3cccnc3C2=O)c1` gave SMN2 splice enh -7%, JMJD2E inh 2%, ALDH1A1 inh inconclusive, KinaseGlo FLuc -4%, Tau ThT inhib -6%, L3MBTL1 block inconclusive, RECQ1 helicase 1% and Lamin A splicing 4%.
O=C(NC(=S)Nc1ccccc1N1CCCC1)c1cccs1 was read as JMJD2E inh -10%, Tau ThT inhib inconclusive, L3MBTL1 block -20% and RECQ1 helicase -3%.
Screening CC(OC(=O)C1CC(O)CN1S(=O)(=O)c1ccccc1[N+](=O)[O-])C(=O)N1CCCCC1 (configuration not stated) returned SMN2 splice enh -11%, JMJD2E inh 1%, ALDH1A1 inh inconclusive, KinaseGlo FLuc 3%, Tau ThT inhib 0%, L3MBTL1 block -1%, RECQ1 helicase -6% and Lamin A splicing 6%.
For CCOC(=O)C1=C(C)NC(=O)NC1c1ccc(-c2ccc(F)cc2)o1 (configuration not stated) the results were JMJD2E inh -2%, ALDH1A1 inh inconclusive, Tau ThT inhib -9% and RECQ1 helicase -7%.
`O=C(N/N=C/c1cccc(C(F)(F)F)c1)c1cc2c(s1)-c1ccccc1CC2` gave SMN2 splice enh 18%, JMJD2E inh inconclusive, ALDH1A1 inh inconclusive, KinaseGlo FLuc 0%, Tau ThT inhib inconclusive, L3MBTL1 block 1%, RECQ1 helicase 1% and Lamin A splicing -3%.
Screening CCOC(=O)OC(C)OC(=O)C1N2C(=O)C(NC(=O)C(N)c3ccccc3)C2SC1(C)C (configuration not stated) returned SMN2 splice enh 5%, JMJD2E inh inconclusive, ALDH1A1 inh -7%, KinaseGlo FLuc -1%, Tau ThT inhib -2%, RECQ1 helicase -5% and Lamin A splicing -5%.
For O=C(c1cccs1)[C@@H]1[C@@H]2C(=O)N(Cc3ccc4c(c3)OCO4)C(=O)[C@@H]2C2c3ccccc3C=CN21 (some centres not stated) the results were SMN2 splice enh -13%, JMJD2E inh -14%, ALDH1A1 inh 14µM*, KinaseGlo FLuc -1%, Tau ThT inhib 22µM*, L3MBTL1 block -4%, RECQ1 helicase -1% and Lamin A splicing 8%.
`O=c1[nH][nH]c(C(F)(F)F)c1C=NCc1ccccc1Cl` gave SMN2 splice enh -15%, JMJD2E inh -3%, ALDH1A1 inh 0%, KinaseGlo FLuc -3%, Tau ThT inhib -11%, RECQ1 helicase inactive and Lamin A splicing -3%.
Screening Cc1cccc(-c2nc(CS(=O)CC(=O)N3CCN(C)CC3)c(C)o2)c1 (configuration not stated) returned SMN2 splice enh 0%, JMJD2E inh -1%, ALDH1A1 inh 2%, KinaseGlo FLuc -1%, Tau ThT inhib -11%, RECQ1 helicase -18% and Lamin A splicing -9%.
`COC(=O)[C@@H](NC(=O)NCc1ccc(F)cc1)C(C)C` gave SMN2 splice enh -10%, JMJD2E inh 5%, ALDH1A1 inh 6%, KinaseGlo FLuc 3%, Tau ThT inhib -3%, RECQ1 helicase -11% and Lamin A splicing 0%.
Screening O=C(CSc1nnc(-c2cnccn2)n1Cc1ccco1)c1ccccc1 returned SMN2 splice enh -17%, JMJD2E inh 4%, ALDH1A1 inh -2%, KinaseGlo FLuc 0%, Tau ThT inhib -6%, L3MBTL1 block 1%, RECQ1 helicase 12% and Lamin A splicing 8%.
Screening FCCCOc1ccc(-c2nccc(-c3ccc(Br)cc3)n2)cc1 returned SMN2 splice enh -12%, JMJD2E inh inconclusive, ALDH1A1 inh 7%, KinaseGlo FLuc 0%, Tau ThT inhib inconclusive, L3MBTL1 block 2%, RECQ1 helicase 0% and Lamin A splicing -9%.
For O=[N+]([O-])C1=C(Nc2cccc3ccccc23)CS(=O)(=O)C1 the results were SMN2 splice enh 22%, JMJD2E inh inconclusive, ALDH1A1 inh inconclusive, KinaseGlo FLuc -1%, Tau ThT inhib -23%, RECQ1 helicase -21% and Lamin A splicing 17%.
For CC(=O)c1cccc(NC(=O)C(OC(=O)c2cccs2)c2ccccc2)c1 (configuration not stated) the results were SMN2 splice enh inconclusive, JMJD2E inh 0%, ALDH1A1 inh 4%, KinaseGlo FLuc -3%, Tau ThT inhib 6%, L3MBTL1 block -2%, RECQ1 helicase 4% and Lamin A splicing 9%.
CCOC(=O)C(OC(=O)c1sc(=S)n(C)c1C)C(C)=O (configuration not stated) was read as SMN2 splice enh -10%, JMJD2E inh -9%, ALDH1A1 inh inconclusive, KinaseGlo FLuc 4%, Tau ThT inhib -12%, L3MBTL1 block 5%, RECQ1 helicase 0% and Lamin A splicing -17%.
